Assay outcomes as filed in PubChem.
Pf growth 48h: P. falciparum growth inhibition at 48 hours (one generation) | P. falciparum luciferase growth in erythrocytes, 48 h | Potency, µM (doses to about 28.7 µM), inactives show top-dose activity change, negative = inhibition, most hits filed as inhibitors | actives 5.9% (n = 310,000); note: potency is the fitted concentration of half-maximal effect; % is set by controls: 0 for no effect and ±100 for the full control effect
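Luminescence readout; reporter = integrated firefly luciferase in P. falciparum. RBC culture at 2% hematocrit, 0.1% parasitemia final, 37 C/5% CO2; decreased signal taken as growth inhibition.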
Shiga inhibitor: inhibitors of Shiga toxin in Vero cells | Vero cells, Shiga toxin protein synthesis inhibition reporter | inhibition, % at 38.7 µM | actives 9.2% (n = 290,000) | AID 2315; in the data active = inhibition mostly above about 28%, no sharp cut-off; inactive = mostly below about 43%; note: 0% is about no effect
CHX counter: affects cycloheximide protein synthesis inhibition readout, counter-screen | cell reporter, cycloheximide protein synthesis inhibition counterscreen | max response, % | actives 12% (n = 300,000) | AID 2314; in the data active = max response mostly above about 13%, no sharp cut-off; inactive = mostly below about 14%; note: read at 38.3 µM for the half of the compounds with a filed dose; 0% is about no effect
LmPK inhibitor: inhibitors of Leishmania mexicana pyruvate kinase | Q27686 | Potency, µM (series often up to 57.5 µM), for the others: at the top dose activity change, negative = inhibition, usual class: inhibitors | purified LmPK, Kinase-Glo ATP luminescence, 1 h | AID 1721 | actives 0.37% (n = 290,000); note: potency is the fitted concentration of half-maximal effect; % is set by controls: 0 for no effect and ±100 for the full control effect
Target sequence (Q27686 whole entry, looked up): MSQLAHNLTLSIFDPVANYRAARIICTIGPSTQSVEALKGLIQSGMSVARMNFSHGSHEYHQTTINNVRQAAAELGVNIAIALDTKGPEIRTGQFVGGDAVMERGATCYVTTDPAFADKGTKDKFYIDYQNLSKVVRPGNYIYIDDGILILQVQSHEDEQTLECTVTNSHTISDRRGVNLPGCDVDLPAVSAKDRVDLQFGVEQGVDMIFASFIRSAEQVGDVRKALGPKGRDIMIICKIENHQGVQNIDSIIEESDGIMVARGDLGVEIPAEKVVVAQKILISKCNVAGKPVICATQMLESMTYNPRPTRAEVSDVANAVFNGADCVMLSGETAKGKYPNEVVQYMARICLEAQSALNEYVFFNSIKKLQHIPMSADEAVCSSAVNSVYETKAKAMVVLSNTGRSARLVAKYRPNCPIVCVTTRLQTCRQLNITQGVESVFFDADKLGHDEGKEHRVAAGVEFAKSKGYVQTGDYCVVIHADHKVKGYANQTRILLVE
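Purified LmPK (0.1 nM) with 0.5 mM PEP and 0.1 mM ADP in imidazole buffer pH 7.2 with MgCl2/KCl, 1 h at room temperature. ATP formed was read by luciferase luminescence and normalized to no-enzyme and uninhibited controls.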
TbPYK inhibitor: blocks Trypanosoma brucei pyruvate kinase. TbPYK enzyme, Kinase-Glo Plus ATP luminescence, 45 min. Potency, µM (top dose mostly 76.8 µM), for inactives: at the highest dose activity, negative = inhibition, usual class: inhibitors. actives 0.12% (n = 410,000); note: potency is the fitted concentration of half-maximal effect; % is set by controls: 0 for no effect and ±100 for the full control effect; nearly all actives have a fitted effect of over 50% in size
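Luminescent Kinase-Glo Plus end-point after 45 min room-temperature reaction of T. brucei pyruvate kinase started with 130 uM ADP (final). Buffer TEA 50 mM pH 7.2 with KCl, MgCl2, BSA, Tween-20; titration-based qHTS with fitted concentration-effect curves.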
HCV inh: HCV inhibition; Huh7.5.1 HCVcc-Cre infection, luciferase reporter, 44 h; Potency, µM (series often up to 41.8 µM), inactives show at the top dose activity change, negative = inhibition, actives largely listed as inhibitors; actives 3.4% (n = 340,000); note: potency is the fitted concentration of half-maximal effect; % is set by controls: 0 for no effect and ±100 for the full control effect
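HCVcc-Cre virus at an moi near 0.5 was added right after compound to cells cultured 4 h from seeding (1,000 cells/well). Luciferase activity was determined 44 h later, 15 min after substrate addition at RT.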
Pf growth 96h: inhibits malaria parasite growth, 96 h | actives 6.9% (n = 320,000) | P. falciparum luciferase reporter growth, 96 h | Potency, µM (doses to about 28.7 µM), for inactives: top-dose activity change, negative = inhibition, usual class: inhibitors | AID 504834; note: potency is the fitted concentration of half-maximal effect; % is set by controls: 0 for no effect and ±100 for the full control effect
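Delayed-death screen, second-generation endpoint: infected erythrocytes, 2% hematocrit, 0.05% parasitemia final; 96 hours at 37 C, 5% CO2; luciferase detection reagent; luminescence decrease equals reduced growth.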
The depositor's hits bear a star; ? = inconclusive; . = no result given; & = joins results of further samples; ! = not active in a repeat; [ ] = another dose, or the depositor's remark. Unless noted, calls come from the whole dose curve; as a rule, active = well fitted curve in the direction sought with a large enough effect; inconclusive = small, poorly fitted or top-dose-only effect, or another doubt; inactive = no such curve, though single readings can be large; an effect the other way counts as inactive or inconclusive. Rows are unselected; overall some 24% were active at least once.

| molecule | Pf growth 48h | Shiga inhibitor | CHX counter | LmPK inhibitor | TbPYK inhibitor | HCV inh | Pf growth 96h |
| --- | --- | --- | --- | --- | --- | --- | --- |
| CCOC(=O)Nc1ccc2c(c1)N(C(=O)C(C)N1CCCC1)c1ccccc1CC2 (stereo unspecified) | . | 25 | 3 | 9% | 3% | 11% | -28% |
| O=C(CN(c1ccccc1F)S(=O)(=O)c1ccccc1)NC1CCCCCC1 | -14% | -9 | -1 | 2% | 8% | ? | . |
| COc1ccc(S(=O)(=O)N2CCN(C)CC2c2ccccc2)cc1OC (stereo unspecified) | 1% | . | . | . | -9% | 10% | 25% |
| COc1ccccc1N1CCN(C(=O)Cn2nc(C(F)(F)F)c3c2CCC3)CC1 | -22% | -9 | -3 | 2% | -1% | 6% | 26% |
| COc1ccc(-c2nc3c4ccccc4[nH]c(=O)n3n2)cc1 | -28% | 55* | 24* | 6% | 5% | -27% | ? |
| CC(=O)N(Cc1cccs1)C1CCOC(C)(C)C1 (stereo unspecified) | 7% | 4 | -3 | 3% | -19% | 7% | 54%[activator] |
| CCCN(CC(=O)Nc1ccccc1C)C(=O)/C=C/c1ccc(S(=O)(=O)N2CCCCCC2)cc1 | 13µM* | . | . | . | 2% | ? | ? |
| CC1=C(C(=O)OCCOc2ccccc2)C(c2coc3ccccc3c2=O)C2=C(CCCC2=O)N1 (stereo unspecified) | 17% | -13 | 6 | 0% | 6% | 16% | 140% |
| COc1ccc(OC)c(Nc2ncnc3c2cnn3-c2cccc(C)c2)c1 | 8% | 13 | 6 | 3% | 2% | ? | ? |
| CN(c1ccccc1)S(=O)(=O)c1ccc(NC(=O)C2CCCCC2C(=O)O)cc1 (stereo unspecified) | -1% | -12 | -3 | 1% | -4% | ? | 122%[activator] |
| Cc1noc(C)c1COc1ccc(C(=O)N2CCCC(C(N)=O)C2)cc1 (stereo unspecified) | 86%[activator] | -5 | 1 | 2% | 7% | 1% | 30% |
| COc1ccc(-c2cc(C(=O)NCCCN3CCCC3=O)c3ccccc3n2)cc1OC | ? | . | . | . | 6% | 17% | -15% |
| CC(Nc1ccccc1)c1cccnc1 (stereo unspecified) | 8% | -12 | -1 | 1% | 1% | 11% | -5% |
| COc1cccc(C(=O)/C=C/Nc2ccc(S(=O)(=O)Nc3cc(OC)nc(OC)n3)cc2)c1 | 0% | 69* | 34* | -2% | -8% | 6% | 20% |
| COc1ccc(N2CCN(C(CNC(=O)C(=O)NC3CCCC3)c3ccco3)CC2)cc1 (stereo unspecified) | 46%[activator] | . | . | . | -5% | -18% | 74%[activator] |
| CN1C(=O)/C(=C/c2cccc([N+](=O)[O-])c2)C(=O)N1c1ccccc1 | -6% | . | 1 | 5% | ? | 30% | ? |
| CC(C)[C@H](NC(=O)NC1CCCc2ccccc21)C(=O)O (stereo partly specified) | 9% | -14 | -5 | -7% | 0% | 11% | ? |
| CN(C(=O)COC(=O)c1c2c(nc3ccccc13)CCCC2)c1c(N)n(Cc2ccccc2)c(=O)[nH]c1=O | 13µM* | . | . | . | 4% | ? | 8.3µM* |
| Nc1nc(SCc2ccc(Cl)cc2)ns1 | 50%[activator] | 68* | 38* | 7% | 0% | 8% | ? |
| Clc1ccccc1CN(Cc1ccccc1)c1ncnc2nc[nH]c12 | -10% | -7 | -4 | 4% | -1% | -4% | . |
| CN(C)C(=O)NC(Nc1ccc(Cl)cc1Cl)C(Cl)(Cl)Cl (stereo unspecified) | -6% | -9 | -1 | 1% | 4% | ? | 1% |
| CCCCc1ccc(NC(=O)CN2NS(=O)(=O)c3ccccc3C2=O)cc1 | 10% | -20 | -2 | 3% | -6% | -17% | . |
| COc1ccc(NC(=O)N2CCC(n3nnc4cc(C)ccc43)CC2)cc1 | ? | 2 | 5 | 1% | 0% | -15% | ? |
| Cc1cc(=O)oc2cc(OCC(=O)OCC(=O)N(C)C3CCS(=O)(=O)C3)ccc12 (stereo unspecified) | 4% | -3 | 4 | 1% | 0% | -5% | ? |
| COc1ccc(C(CC(=O)N2CCCCC2)C(C)C)cc1 (stereo unspecified) | 1% | -3 | 1 | -1% | 2% | 12% | 0% |
| Cc1nnsc1S(=O)c1ccc(Cl)cc1 (stereo unspecified) | . | -6 | -2 | -4% | 4% | ? | 1.7µM* |
| Cc1ccc(C(=O)Nc2cc(C)c(OCC(=O)N3CCOCC3)c(C)c2)cc1 | -9% | -2 | 14 | 8% | -11% | ? | . |
| CCc1cccc2c(C(=S)N3CCCC3)c[nH]c12 | 36%[activator] | 20 | 15* | 2% | 1% | 4% | -4% |
| CC(C)c1ccc(Nc2cnn(C34CC5CC(CC(CC(=O)O)(C5)C3)C4)c(=O)c2Cl)cc1 | . | -6 | -4 | -7% | 4% | 4% | -9% |
| O=C(O)CC1(CC(=O)NCc2csc(-c3cccs3)n2)CCCCC1 | 6% | 10 | -1 | -4% | 0% | 7% | 8% |

Rewritten with two lines to a compound: entries from further up.
Below each SMILES: Pf growth 48h	Shiga inhibitor	CHX counter	LmPK inhibitor	TbPYK inhibitor	HCV inh	Pf growth 96h
- CCCCc1ccc(NC(=O)CN2NS(=O)(=O)c3ccccc3C2=O)cc1
    10%	-20	-2	3%	-6%	-17%	.
- COc1ccc(NC(=O)N2CCC(n3nnc4cc(C)ccc43)CC2)cc1
    ?	2	5	1%	0%	-15%	?
- Cc1cc(=O)oc2cc(OCC(=O)OCC(=O)N(C)C3CCS(=O)(=O)C3)ccc12 (stereo unspecified)
    4%	-3	4	1%	0%	-5%	?
- COc1ccc(C(CC(=O)N2CCCCC2)C(C)C)cc1 (stereo unspecified)
    1%	-3	1	-1%	2%	12%	0%

The results go on.
| molecule | Pf growth 48h | Shiga inhibitor | CHX counter | LmPK inhibitor | TbPYK inhibitor | HCV inh | Pf growth 96h |
| --- | --- | --- | --- | --- | --- | --- | --- |
| CC(C)C[C@H](NC(=O)c1nc[nH]c1C(=O)N1CCN(c2ccccc2)CC1)C(=O)OC(C)(C)C | ? | 4 | 1 | 6% | 3% | -1% | 42%[activator] |
| CC(C)OC(=O)C1C2C=CC3(CN(CC4CCCO4)C(=O)C13)O2 (stereo unspecified) | 7% | -3&-7 | -1&-8 | -4%&4% | -4% | 13%&14% | ? |
| CCc1ccc(NC(=O)Nc2c(C)n(C)n(-c3ccccc3)c2=O)cc1 | -3% | 23 | -3 | 4% | -17% | -3% | 51%[activator] |
| Cc1[nH]c2ccc(F)cc2c(=O)c1SC(F)(F)C(F)C(F)(F)F (stereo unspecified) | . | -12 | -2 | 3% | 1% | ? | 19% |
| COc1ccc2[nH]c(C(=O)O)c(NS(=O)(=O)c3ccc(Cl)s3)c2c1 | 6% | -11 | -2 | 6% | -2% | 17% | -7% |
| S=C(NCC1CCCO1)c1ccc(Br)cc1 (stereo unspecified) | 8% | 20 | 3 | -8% | -26% | -17% | -6% |
| CC(=O)OC(C(=O)NC1CCCCC1)c1ccccc1Cl (stereo unspecified) | 0% | 13 | 0 | 0% | -7% | -5% | 13% |
| Cc1ccc(N(C)S(=O)(=O)c2ccc3[nH]cc(C(=O)NCCCN4CCOCC4)c(=O)c3c2)cc1C | 2.3µM* | -6 | 4 | -1% | 3% | -24% | ? |
| CC(C)N1C(=O)C(=O)N(CC(=O)N2CCc3ccccc32)C1=O | 8% | . | . | . | -3% | -19% | -7% |
| OCC(C#CCN1CCCCC1)NCc1ccccc1 (stereo unspecified) | -5% | -10 | -2 | 0% | 3% | -9% | . |
| O=C(Nc1ccc(Br)cc1)c1cc(-c2ccc3c(c2)OCO3)on1 | 38%[activator] | 33 | 13* | 1% | -1% | 10% | ? |
| O=c1cc(Nc2ccc3c(c2)OCO3)[nH]c(=O)n1-c1ccc(Br)cc1 | ? | 17 | -2 | 0% | -1% | ? | 85%[activator] |
| COc1ccc(S(=O)(=O)Nc2ccccc2C(=O)NCc2ccco2)cc1 | . | -9 | 2 | 18% | -30% | 5% | -12% |
| CCOC(=O)N1CCN(Cc2nc3cc(NC(=O)c4ccco4)ccc3n2C)CC1 | ? | 8 | 29 | 4% | 0% | ? | 39% |
| O=S1(=O)CCC(N=Nc2c(O)n(Cc3ccccc3)c3ccccc23)C1 (stereo unspecified) | ? | 19 | -1 | 3% | 23% | -22% | -14% |
| CC(NC(=O)CSC(=S)N(C)C)C12CC3CC(CC(C3)C1)C2 (stereo unspecified) | 2% | -17 | -2 | -3% | 4% | -8% | -22% |
| COc1ccc(-n2nc(C(=O)NCC(=O)NCCCN3CCN(C)CC3)c3ccccc3c2=O)cc1OC | 0% | -6 | -6 | -2% | 5% | 25% | -38% |
| COc1ccc(CCNC(=O)CCn2cccc2)cc1OC | 7% | -5 | -3 | 10% | 2% | ? | 32% |
| Cc1ccc2c(c1)-c1nc3ccccc3cc1C2=NC1CCCCC1 | 130%[activator] | 85* | 55* | -10% | 6% | ? | 53%[activator] |
| Cc1ccc(CNCc2cc(Cl)ccc2O)cc1 | 2.9µM* | . | . | . | 1% | 6% | 7.4µM* |
| Cc1c(NC(=S)NC(=O)C(c2ccccc2)c2ccccc2)cccc1C(=O)O | -2% | -8 | -3 | -1% | 1% | 1% | ? |
| COCCNCCCOc1ccc(Cl)cc1Br | -13% | -4 | -2 | -1% | -19% | -1% | ? |
| CCn1nnnc1SCC(=O)c1ccc(NC(C)=O)cc1 | 36%[activator] | 23 | 22 | -3% | 1% | -11% | . |
| Cc1cc(NC(=O)CSc2ccc3nnc(-c4cccc(F)c4)n3n2)no1 | 1.9µM* | -9 | 11 | -6% | -21% | -4% | ? |
| O=C(Nc1nnc(-c2ccccc2)s1)c1cc(S(=O)(=O)N2CCOCC2)c(Cl)cc1Cl | 8% | -6 | 2 | 7% | -25% | ? | . |
| CN1CCC(=O)N(CCSc2ccc(Br)cc2)CC1 | 0% | 50*! | 21*! | -2% | 4% | -4% | 32%[activator] |
| O=C(Nc1cccc(NS(=O)(=O)c2ccc(S(=O)(=O)NC3CC3)cc2)c1)c1ccccn1 | -15% | 24 | 8 | 31% | -16% | 4% | 19% |
| O=C(Cn1nnc(-c2ccccc2)n1)NC1CCS(=O)(=O)C1 (stereo unspecified) | 6% | . | . | . | -1% | -10% | 17% |
| COC(=O)c1nn(-c2ccc(OC)cc2)c(=O)cc1Oc1ccccc1 | 1% | 29 | -2 | -4% | 6% | 14% | -1% |
| COc1ccc(C[C@@H]2CN3C(=NC[C@@H]3C)N2C[C@H](C)NC(=O)CCC2CCCCC2)cc1 | ? | -3 | 1 | -7% | -3% | -1% | ? |
| Cn1c(=O)c(/C(N)=N/OC(=O)c2ccccc2)cn(-c2ccccc2)c1=O | ? | 9 | 5 | -3% | 0% | 6% | 1% |
| CN(C)c1ccc(N=Nc2ccc(S(N)(=O)=O)cc2)cc1 | 51%[activator] | 89* | 52* | -6% | -5% | 22% | -25% |
| CCOC(=O)C(C)Oc1ccc(=O)n(-c2ccccc2)n1 (stereo unspecified) | -2% | -5 | -2 | 2% | -2% | 9% | 1.9µM* |
| CCOC(=O)C1=C(CNCc2ccccc2Cl)NC(=O)NC1c1cccc([N+](=O)[O-])c1 (stereo unspecified) | ? | -4 | -2 | 1% | -3% | ? | 0.93µM* |
